# 12-LOX inh – Primary qHTS assay for inhibitors of human arachidonate 12S-lipoxygenase (ALOX12): Round 2 | purified 12hLO, xylenol orange hydroperoxide absorbance | Potency, µM (doses to about 108 µM), without a hit: at the highest dose activity change, negative = inhibition, most hits filed as inhibitors | actives 1.1% (n = 580,000); note: % is set by controls: 0 for no effect and ±100 for the full control effect
#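 Purified human 12hLO (150 nM final) in 25 mM Hepes, 0.01% Triton X-100, pH 7.0 was preincubated 15 min at room temperature with compound. Then 40 uM arachidonic acid was added, 30 min. Hydroperoxide was read by Fe-XO absorbance ratio 573/405 nm.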
# JMJD2A Tudor inh – qHTS Assay for Inhibitors of JMJD2A-Tudor Domain | Lysine-specific demethylase 4A (Homo sapiens), O75164 | AlphaScreen JMJD2A-Tudor / H3K4me3 peptide binding | Potency, µM (titrated, usually from 114 µM), without a hit: top-dose activity change, negative = inhibition, hits mostly inhibitors | actives 4.4% (n = 390,000) | AID 504339, 2011; note: % is set by controls: 0 for no effect and ±100 for the full control effect; nearly all actives have a fitted effect of over 50% in size
# RGS4 inhibitor – Inhibitors of Regulator of G Protein Signaling (RGS) 4: qHTS. Regulator of G-protein signaling 4 (Homo sapiens), P49798. Transcreener GDP fluorescence polarization, RGS4-accelerated GTP hydrolysis. Potency, µM (series often up to 114 µM), inactives show at the top dose activity change, negative = inhibition, hits mostly inhibitors. actives 0.039% (n = 390,000). AID 504845, 2011; note: % is set by controls: 0 for no effect and ±100 for the full control effect; nearly all actives have a fitted effect of over 75% in size; some results filed as inactive show a strong effect at the top dose
# Target sequence (P49798 whole entry, looked up): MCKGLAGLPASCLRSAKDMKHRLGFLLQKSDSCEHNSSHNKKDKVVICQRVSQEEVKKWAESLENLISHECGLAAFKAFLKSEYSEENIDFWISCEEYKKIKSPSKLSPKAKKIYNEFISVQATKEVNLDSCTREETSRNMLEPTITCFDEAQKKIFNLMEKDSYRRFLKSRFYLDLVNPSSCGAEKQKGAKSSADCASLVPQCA
#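 MLSMR compounds (23 nl, pin-transferred) preincubated 10 min at room temperature with a 500nM (2x) first reagent, then RGS4 at 900nM (2x) plus Transcreener GDP mix added; fluorescence polarization (620/688 nm) read before and after 90 min at 30 °C.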
# ERG Ets-DNA blk – qHTS for Small Molecule Inhibitors of the ERG Ets/DNA interaction. Transcriptional regulator ERG (Homo sapiens), P11308. fluorescence polarization, His-ERG Ets domain / labelled DNA. Potency, µM (series often up to 76.9 µM), for inactives: at the top dose FP activity, negative = inhibition, actives largely listed as inhibitors. actives 0.028% (n = 370,000); active = well fitted inhibition curve with a large enough effect in the polarisation, with a control signal flat; inconclusive = small, poorly fitted or top-dose-only effect, or effect the other way, or a change in a side signal; inactive = no such curve, though single readings can be large or run the other way; the % refers to the polarisation;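 note: polarization taken with two DNA probes labelled with fluorescein and Texas red; % of control where 0% means no effect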
#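 His-tagged ERG Ets domain (1 uM in the protein solution; 300mM KCl, 50mM Tris-HCl, 1mM EDTA, 1mM DTT, pH 7.5) received compound, then a probe mix of 5 nM fluorescein-DNA and 100nM Texas-615-DNA. Fluorescence polarization was read for both dyes.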
# GLS inh – qHTS for Inhibitors of Glutaminase (GLS) | Glutaminase kidney isoform, mitochondrial (Homo sapiens), O94925 | GLS enzymatic activity, qHTS titration | Potency, µM (top dose mostly 45.5 µM), inactives show at the highest dose activity change, negative = inhibition, hits mostly inhibitors | actives 0.21% (n = 410,000); note: % is set by controls: 0 for no effect and ±100 for the full control effect
#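 Compounds were pin-transferred onto hKGA, after which L-glutamine (1 mM solution) and a detection mix of glutamate oxidase, HRP and Amplex Red were added. Initial and 30 min RT fluorescence reads were collected.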
# HP1b binding inh – HTS for Inhibitors of HP1-beta Chromodomain Interactions with Methylated Histone Tails; Potency, µM (highest dose often 114 µM), for inactives: at the highest dose activity change, negative = inhibition, hits mostly inhibitors; AlphaScreen HP1-beta / biotin-H3K9me3 peptide binding; actives 0.56% (n = 390,000); AID 540317, 2011; Chromobox protein homolog 1 (Homo sapiens), P83916; note: nearly all actives have a fitted effect of over 70% in size; inactives centre near 23
# Target sequence (P83916 whole entry, looked up): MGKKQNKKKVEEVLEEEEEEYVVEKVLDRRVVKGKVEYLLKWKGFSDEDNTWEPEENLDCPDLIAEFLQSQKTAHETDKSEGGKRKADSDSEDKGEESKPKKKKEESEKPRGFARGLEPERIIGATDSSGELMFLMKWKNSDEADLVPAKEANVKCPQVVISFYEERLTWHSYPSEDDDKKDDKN
#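 Compound inhibition of the preformed complex between 50 nM HP1-beta and 50 nM biotinylated H3K9me3 peptide was read by AlphaScreen. Buffer was PBS pH 7.4 with 0.01% Tween-20. Incubations ran 30 min at room temperature, with 10 ug/mL donor/acceptor beads.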
# Pin1 inhibitor – qHTS Assay to Find Inhibitors of Pin1; Peptidyl-prolyl cis-trans isomerase NIMA-interacting 1 (Homo sapiens), Q13526; Pin1 FP peptide displacement, HiFluor488, 10 min; Potency, µM (top dose mostly 115 µM), without a hit: at the highest dose activity, negative = inhibition, hits mostly inhibitors; actives 0.009% (n = 390,000); AID 504891, 2011; active = well fitted inhibition curve with a large enough effect in the polarisation, with a control signal flat, not every such curve was filed as active; inconclusive = small, poorly fitted or top-dose-only effect, or effect the other way, or a change in a side signal; inactive = no such curve, though single readings can be large or run the other way; the % refers to the polarisation; note: % is set by controls: 0 for no effect and ±100 for the full control effect
# Target sequence (Q13526 whole entry, looked up): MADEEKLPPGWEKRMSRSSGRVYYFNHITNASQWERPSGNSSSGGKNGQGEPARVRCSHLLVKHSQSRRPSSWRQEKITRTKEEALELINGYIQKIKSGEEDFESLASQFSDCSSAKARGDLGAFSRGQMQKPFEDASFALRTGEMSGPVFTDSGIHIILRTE
# TrxR1 inh – qHTS Assay for Inhibitors of Mammalian Selenoprotein Thioredoxin Reductase 1 (TrxR1): qHTS; recombinant rTrxR1, NADPH fluorescence consumption, selenite substrate; Potency, µM (titrated, usually from 114 µM), for the others: at the highest dose activity change, negative = inhibition, hits mostly inhibitors; actives 1% (n = 390,000); note: % is set by controls: 0 for no effect and ±100 for the full control effect; nearly all actives have a fitted effect of over 65% in size
# Target sequence (O89049 whole entry, looked up): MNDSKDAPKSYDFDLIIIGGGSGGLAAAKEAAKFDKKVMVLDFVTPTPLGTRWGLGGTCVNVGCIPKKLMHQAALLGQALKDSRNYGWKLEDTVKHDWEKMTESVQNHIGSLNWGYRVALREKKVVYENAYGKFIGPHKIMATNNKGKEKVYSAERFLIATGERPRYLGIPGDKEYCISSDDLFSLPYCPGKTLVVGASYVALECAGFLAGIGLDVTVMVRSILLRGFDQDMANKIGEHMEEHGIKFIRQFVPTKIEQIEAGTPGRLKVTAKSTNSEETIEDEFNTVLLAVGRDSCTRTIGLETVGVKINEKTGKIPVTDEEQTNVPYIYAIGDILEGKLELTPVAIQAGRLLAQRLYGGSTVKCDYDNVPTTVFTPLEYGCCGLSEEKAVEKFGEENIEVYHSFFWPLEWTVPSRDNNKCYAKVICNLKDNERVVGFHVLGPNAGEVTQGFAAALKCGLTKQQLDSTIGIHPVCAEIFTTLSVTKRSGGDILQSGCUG
#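 Rat TrxR1 (90 nM in the dispensed reagent) was pre-reduced with 400 uM NADPH for 5 min at room temperature, then incubated with compound for 15 min. After 400 uM selenite was added, NADPH fluorescence (Ex 340/Em 450 nm) was followed for 8 min.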
# PGK inhibitor – qHTS Assay to Find Inhibitors of Phosphoglycerate Kinase; PGK/GAPDH coupled, Kinase-Glo luminescence, 60 min; Potency, µM (titrated, usually from 57.5 µM), without a hit: at the top dose activity change, negative = inhibition, actives largely listed as inhibitors; actives 0.043% (n = 380,000); note: % is set by controls: 0 for no effect and ±100 for the full control effect; nearly all actives have a fitted effect of over 60% in size
#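 Recombinant glycosomal PGK reaction used 1,3-bisphosphoglycerate generated in-well by GAPDH (100nM final) in 100mM TEA pH 7.6, 5mM MgCl2, 0.01% Tween-20. After 60 minutes at room temperature, ATP was read by Kinase-Glo Plus luminescence end-point.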
# Numbers without * were called inactive; i = inactive; ? = inconclusive; . = not tested or not shown; & = joins results of further samples; [ ] = another dose, or the depositor's remark. Unless noted, calls come from the whole dose curve; as a rule, active = well fitted curve in the direction sought with a large enough effect; inconclusive = small, poorly fitted or top-dose-only effect, or another doubt; inactive = no such curve, though single readings can be large; an effect the other way counts as inactive or inconclusive. Potency is the fitted concentration of half-maximal effect.
SMILES,12-LOX inh,JMJD2A Tudor inh,RGS4 inhibitor,ERG Ets-DNA blk,GLS inh,HP1b binding inh,Pin1 inhibitor,TrxR1 inh,PGK inhibitor
Cc1nn(Cc2ccc([N+](=O)[O-])cc2)c(=O)n1-c1cccc(F)c1,0%,-17%,3%,-1%,8%,-2%,3%,-3%,7%
O=C(CNC(=O)c1ccco1)N/N=C/c1ccc(O)c([N+](=O)[O-])c1,-23%,-16%,4%,-3%,13%,17%,-9%,2%,-1%
CCOC(=O)Cn1nc(-c2ccc(C)cc2)c2ccccc2c1=O,-23%&16%,-6%,1%,2%,-18%,24%,2%,18%[57.1 µM],4%
O=C(Nc1ccccc1Cl)c1cccc(NC(=O)C2CCCC2)c1,-5%,5%,1%,-9%,0%,48%[activator],0%,11%,-6%
COc1ccc(OC)c(N/C(=N/C(=S)Nc2ccccc2)Nc2nc(C)cc(C)n2)c1,?,-35%,6%,-4%,11%,10%,9%,21%,-8%
C=CCSc1nnc(Cc2c(C)[nH]c3ccccc23)o1,?,-23%,3%,-7%,6%,29%,8%,2%,-10%
CCC[C@@H](NS(=O)(=O)c1ccc(C)cc1)C(=O)Oc1ccc2c3c(c(=O)oc2c1)CCC3,-9%,-9%,-18%,6%,13%,18%,7%,-22%,4%
O=C(C[C@@H]1C/C=C\CC[C@H](Cc2ccc(F)cc2)C(=O)OC[C@@H](Cc2ccccc2)NC1=O)NCCO,-19%,-22%,-2%,-8%,-3%,32%,-2%,13%,-6%
Cc1c(NC(=S)N/N=C/c2cc([N+](=O)[O-])ccc2O)c(=O)n(-c2ccccc2)n1C,?,28µM*,-14%,-12%,23%,26%,6%,?,-3%
O=C(O)C1C2C=CC(C2)C1C(=O)Nc1ccc(C(=O)N2CCCCC2)cc1 (configuration not stated),-4%,7%,-18%,2%,-7%,33%[activator],-9%,4%[57.1 µM],-17%
Cc1c(NCc2ccccc2O)c(=O)n(-c2ccccc2)n1C,27%,-12%[11.4 µM],-12%[11.4 µM],0%,31%[activator],-16%,-4%,-19%,0%
CCCCCCc1cc2cc(-c3nnc(-c4ccc(C)cc4)o3)c(=O)oc2cc1O,-29%,23%,20%,4%,12%,61%[activator],?,13%,9%
CN(c1ccc(C(=O)Nc2ccc(Cl)cn2)cc1)S(=O)(=O)c1ccccc1,3%,-8%,22%,-7%,1%,50%[activator],?,2%,8%
CCN1CCN(c2c(Cl)cccc2NC(=O)c2cc3ccccc3o2)CC1,?,?,11%,-3%,-6%,-8%,-1%,-9%,i
CC(=O)OCC1OC(OC(C)=O)C(NC(=O)c2cccnc2)C(OC(C)=O)C1OC(C)=O (configuration not stated),-16%,-7%,15%,5%,-1%,-4%,-8%,3%,-6%
CCOc1ccccc1NC(=O)c1ccc(S(=O)(=O)N(C)C)cc1,0%,4%,19%,-1%,.,27%,2%,-13%,-2%
O=C(COC(=O)c1cccc2ccccc12)NCCCc1ccccc1,-27%,-4%[57.1 µM],-13%&-12%,8%,5%,20%[57 µM],-12%&2%,26%&12%,i
COCCNC(=O)c1ccc2c(=O)n(CCc3ccccc3)c(SCC(=O)CC(=O)OC)nc2c1,-3%,-6%,-35%,8%,14%,45%,29%,5%[57.1 µM],1%
c1ccc(Cn2ncc3c(NCc4ccco4)ncnc32)cc1,-19%,?,-10%,.,-9%,21%,-4%,-23%,6%
CCOc1ccc(S(=O)(=O)N2CCCCC2)cc1NS(=O)(=O)c1cccs1,0%,-11%,-13%,3%,2%,20%,1%,26%,i
NCCCNc1ccc(Br)cn1,.,-9%,10%,.,.,26%,-2%,8%,.
Cc1cccc(C)c1NC(=S)/C(=C(\[O-])c1cccs1)[n+]1ccccc1,-11%,-31%,-23%,13%,-12%,37%,-3%,-13%[57.1 µM],1%
CN(CCOc1ccccc1)C(=O)c1cc(-c2ccco2)nc2ccccc12,32µM*,?,?,-5%,3%,?,1%,?,?
Cc1ccc(NCc2nc3ccccc3n2C)c(C)c1,0%,?,1%,1%,-26%,-12%,-2%,-11%[57.1 µM],-8%
Cn1ccnc1/C(=N\NC(=O)c1ccc(O)cc1)c1cccc([N+](=O)[O-])c1,10%,-8%,-13%,7%,-7%,40%[activator],-6%,9%,i
O=C(Nc1ccccc1)c1sc2cc(C(F)(F)F)cnc2c1-c1cccs1,?,28µM*,-32%[11.4 µM],-2%,?,6%,25%,-57%,i
CC(=O)Nc1c2c(nn1-c1ccc(C)cc1)CSC2,7%,1%,19%,-7%,6%,32%,-13%,26%,0%
CCOc1ccc(NC(=O)c2ccc(F)c(S(=O)(=O)N(Cc3ccc(C(=O)OC)cc3)Cc3ccc(OC)c(OC)c3)c2)cc1,2%,-14%,24%,-8%,6%,25%,1%,8%[57.1 µM],10%
CCc1noc2c1/C(=N\O)CC(c1ccccc1)C2 (configuration not stated),0%,3%,23%,-2%,10%,23%,-1%,18%,0%
c1ccc2sc(N3CN(CCN4CCOCC4)CN(c4nc5ccccc5s4)C3)nc2c1,.,?,-31%[56.9 µM],1%,33%[activator],-24%,0%,-10%,-1%
OCC[C@H]1C[C@@H](O)[C@H](O)[C@@]2(CCCCO2)O1,7%,1%,-1%,-2%,-5%,51%[activator],-4%,-10%,1%
CC(=O)Oc1ccc(-c2nc3ccccc3c(=O)o2)cc1,20%,-5%,7%,-14%,2%,38%,-2%,21%,-2%
CC1(C)Cc2ccccc2-c2nnc(-c3ccccc3)n21,-3%,-3%,-26%,-2%,.,19%,-4%,4%,-4%
Cn1cnnc1Sc1nc2c(c(=O)n(C)c(=O)n2C)n1Cc1ccccc1Cl,-18%,5%,-7%,-19%,0%,27%,-1%,15%,-10%
COc1cccc2c1OCC1COc3c(c(=O)n(C)c(=O)n3C)C21 (configuration not stated),-21%,-1%,-7%,-2%,0%,23%,-10%,18%,5%
COc1cc(C(=O)Nc2ccc(C(=O)NCC3CCCO3)cc2)cc(OC)c1OC (configuration not stated),9%,5%,-4%,-3%,-8%,17%,0%,12%,0%
COc1ccc(-n2c(O)cnc2Nc2nc(C)cc(C)n2)cc1OC,-13%[57.4 µM],?,6%,.,5%,10%,-8%,6%,-9%
CCCS(=O)(=O)c1ncc(Cl)c(C(=O)N2CCN(c3ccc(OC)cc3)CC2)n1,?,-16%,?,-1%,1%,36%,4%,8.9µM*,i
CC(C)C(c1nnnn1CC1CCCO1)N1CCN(Cc2ccc3c(c2)OCO3)CC1 (configuration not stated),?,?,?,8%,1%,8%,3%,3%[57.1 µM],-1%
Cc1ccc(-c2nnc(SCC(=O)NCCC(C)C)nc2-c2ccc(C)cc2)cc1,?,?,19%,0%,5%,22%,37%[activator],1%[57.1 µM],i
Clc1ccccc1N1CCN(c2ncnc3c2c(-c2ccccc2)cn3-c2ccccc2)CC1,-19%,-29%,19%,-4%,1%,13%,1%,14%[57.1 µM],-9%
O=C(O)C1CCN(Cc2oc(CO)cc(=O)c2O)C1 (configuration not stated),4%,?,-24%,-18%,24%,20%,19%,-3%[11.4 µM],i
O=C(Nc1ccc2c(c1)OCO2)c1cccc(S(=O)(=O)N2CCCC2)c1,-16%,-20%,21%,-8%,-3%,11%,-2%,4%,i
C=CCSc1ncc(C(=O)OCC)c(N)n1,5%,-8%,1%,2%,2%,47%[activator],0%,-4%[57.1 µM],6%
CC(=O)c1c(C)[nH]c(C(=O)OCC(=O)Nc2ccc(Cl)cc2[N+](=O)[O-])c1C,-1%,-4%,-6%,-3%,-9%,23%,57%,4%,i
Cc1ccc(Cl)cc1NC(=O)C1CCCN(S(=O)(=O)c2c(C)noc2C)C1 (configuration not stated),115%[activator][57.4 µM],8%,-22%,9%,1%,30%,-9%,2%,i
COc1cccc2cc(-c3cc(=O)oc4cc(C)c(O)cc34)oc12,-31%,-22%,12%,7%,-11%,5%[57 µM],?,16%,1%
CC(=O)c1cccc(NC(=S)NCCc2ccc(F)cc2)c1,-29%,-18%,11%,4%,-1%,12%,2%,18%[57.1 µM],3%

# Shown tab-delimited: 3 of the compounds above.
Molecule	12-LOX inh	JMJD2A Tudor inh	RGS4 inhibitor	ERG Ets-DNA blk	GLS inh	HP1b binding inh	Pin1 inhibitor	TrxR1 inh	PGK inhibitor
COc1ccc(-n2c(O)cnc2Nc2nc(C)cc(C)n2)cc1OC	-13%[57.4 µM]	?	6%	.	5%	10%	-8%	6%	-9%
Cc1c(NCc2ccccc2O)c(=O)n(-c2ccccc2)n1C	27%	-12%[11.4 µM]	-12%[11.4 µM]	0%	31%[activator]	-16%	-4%	-19%	0%
CCN1CCN(c2c(Cl)cccc2NC(=O)c2cc3ccccc3o2)CC1	?	?	11%	-3%	-6%	-8%	-1%	-9%	i

# An excerpt; count on the stated rates, not on these rows.
